PAFAH1B2 inh = PAFAH1B2 enzyme inhibitors, primary screen, biochemical, fluorescence polarization, human. Platelet-activating factor acetylhydrolase IB subunit alpha2 (Homo sapiens), P68402. recombinant PAFAH1B2, FP-rhodamine activity probe. inhibition, % at 3.39 µM. 340,000 compounds, 1.2% hits. AID 492953, 2010;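 active means inhibition above the mean of all tested compounds plus 3 SD, cut at about 24% in these data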;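 further: 0% = enzyme with DMSO and 100% = wells lacking PAFAH1B2; many of its hits are not listed in these tables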
GSTO1 inh = inhibitors of recombinant GSTO1, primary screen, counter-screen for RBBP9 inhibitor project, biochemical, fluorescence polarization; Glutathione S-transferase omega-1 (Homo sapiens), P78417; activity-based probe fluorescence polarization; inhibition, % at 5.96 µM; 300,000 compounds, 1.1% hits;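 active means inhibition above the campaign mean inhibition plus 3 SD, cut at about 35% in these data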;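 further: 0% = GSTO1-1 with DMSO and 100% = wells lacking GSTO1-1 enzyme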
PAD4 FP inh = human PAD4 inhibitors, primary screen, biochemical, fluorescence polarization, 1536-well format | AID 485272, 2010 | inhibition, % at 6.36 µM | 330,000 compounds, 0.41% hits | recombinant PAD4, RCA probe fluorescence polarization;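 active means percent inhibition above a cutoff equal to the mean of all tested compounds plus 3 SD, cut at about 15% in these data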;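 further: 0% = PAD4 with RCA probe and DMSO and 100% = probe without PAD4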
Target sequence (Q9UM07 whole entry, looked up): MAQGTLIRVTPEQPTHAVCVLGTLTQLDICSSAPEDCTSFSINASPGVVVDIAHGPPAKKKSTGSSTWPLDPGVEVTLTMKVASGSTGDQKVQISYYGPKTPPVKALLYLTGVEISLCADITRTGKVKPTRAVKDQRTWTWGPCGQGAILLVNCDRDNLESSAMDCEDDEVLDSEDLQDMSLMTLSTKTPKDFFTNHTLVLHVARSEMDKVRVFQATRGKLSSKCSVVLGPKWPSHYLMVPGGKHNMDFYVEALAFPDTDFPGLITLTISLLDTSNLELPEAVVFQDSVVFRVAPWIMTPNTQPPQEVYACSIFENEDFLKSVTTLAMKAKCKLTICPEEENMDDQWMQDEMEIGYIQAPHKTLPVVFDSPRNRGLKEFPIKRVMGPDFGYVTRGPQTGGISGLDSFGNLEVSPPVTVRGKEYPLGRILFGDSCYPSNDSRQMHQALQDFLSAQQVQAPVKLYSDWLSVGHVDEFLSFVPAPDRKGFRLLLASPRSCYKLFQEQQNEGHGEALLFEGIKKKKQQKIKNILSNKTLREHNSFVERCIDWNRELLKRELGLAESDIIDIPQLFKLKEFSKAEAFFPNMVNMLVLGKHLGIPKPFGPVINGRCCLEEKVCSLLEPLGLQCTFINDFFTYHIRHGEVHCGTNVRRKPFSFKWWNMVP
PAFAH1B3 FP inh = PAFAH1B3 enzyme inhibitors, primary screen, biochemical, fluorescence polarization, human | AID 492972, 2010 | Platelet-activating factor acetylhydrolase IB subunit alpha1 (Homo sapiens), Q15102 | 340,000 compounds, 0.28% hits | recombinant PAFAH1B3, FP-rhodamine probe | inhibition, % at 3.39 µM;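 active means inhibition above the screen-wide average of all tested compounds plus 3 SD, cut at about 25% in these data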;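 further: 0% = enzyme with DMSO only and 100% = wells lacking PAFAH1B3 protein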
PREPL inh = PREPL enzyme inhibitors, primary screen, biochemical, fluorescence polarization; inhibition, % at 5.96 µM; Prolyl endopeptidase-like (Homo sapiens), Q4J6C6; 320,000 compounds, 0.68% hits; recombinant PREPL, fluorescence polarization activity-based probe; in the data active means inhibition above about 43%;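 further: 0% = enzyme with DMSO and 100% = wells lacking enzyme; many of its hits are not listed in these tables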
LYPLA2 counter = LYPLA2 inhibitors, primary screen, counter-screen for PME1 inhibitor project, biochemical, fluorescence polarization, FP-Rh probe ABPP. inhibition, % at 5.9 µM. recombinant LYPLA2. AID 2177, 2009. Acyl-protein thioesterase 2 (Homo sapiens), O95372. 320,000 compounds, 0.38% hits;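 active means inhibition above the screen-wide mean plus 3 SD, limit set per campaign, cut at about 26% in these data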;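 further: 0% = LYPLA2 with DMSO and 100% = wells lacking LYPLA2 enzyme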
LYPLA1 inh = LYPLA1 inhibitors, primary screen, counter-screen for PME1 inhibitor project, biochemical, fluorescence polarization, FP-Rh probe ABPP; recombinant LYPLA1; Acyl-protein thioesterase 1 (Homo sapiens), O75608; 320,000 compounds, 0.16% hits; AID 2174, 2009; inhibition, % at 5.9 µM;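 active means inhibition above the mean of all tested compounds plus 3 SD, set per campaign, cut at about 14% in these data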;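 further: inhibitors block serine hydrolase probe labeling of LYPLA1 so polarization falls; 0% = enzyme with DMSO and 100% = wells lacking LYPLA1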
pPAFAH inh = pPAFAH enzyme inhibitors, primary screen, biochemical, fluorescence polarization, human; 330,000 compounds, 1.5% hits; inhibition, % at 3.39 µM; recombinant pPAFAH, FP-rhodamine probe fluorescence polarization;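 active means inhibition above the mean inhibition across the screen plus 3 SD, cut at about 25% in these data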;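 further: inhibitors block binding of the rhodamine activity-based probe so polarization drops; 0% = enzyme with DMSO and 100% = wells lacking pPAFAH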
PME-1 inh = PME-1 inhibitors via competitive probe labeling, primary screen, biochemical, fluorescence polarization, FP-Rh probe, HTS | Protein phosphatase methylesterase 1 (Homo sapiens), Q9Y570 | recombinant PME-1 | 320,000 compounds, 0.53% hits | inhibition, % at 5.9 µM;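 active means inhibition above the campaign mean of all compounds plus 3 SD, cut at about 26% in these data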;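 further: competitive labeling of PME-1 active site by serine hydrolase directed probe; 0% = PME-1 with DMSO and 100% = wells lacking PME-1 enzyme; inhibitors block probe labeling so polarization falls and inhibition rises; many of its hits are not listed in these tables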
Target sequence (Q9Y570 whole entry, looked up): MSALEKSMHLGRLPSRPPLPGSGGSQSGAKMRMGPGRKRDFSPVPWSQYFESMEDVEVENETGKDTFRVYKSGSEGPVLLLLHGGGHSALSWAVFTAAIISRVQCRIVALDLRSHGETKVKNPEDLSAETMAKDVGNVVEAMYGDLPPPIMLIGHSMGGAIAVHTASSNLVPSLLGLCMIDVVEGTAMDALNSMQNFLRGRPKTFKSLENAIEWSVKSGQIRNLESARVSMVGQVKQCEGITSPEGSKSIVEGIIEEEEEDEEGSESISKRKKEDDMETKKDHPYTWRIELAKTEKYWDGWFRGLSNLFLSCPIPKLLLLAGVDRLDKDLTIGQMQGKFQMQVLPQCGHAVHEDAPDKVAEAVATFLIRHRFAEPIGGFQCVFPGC
Starred values were filed as active, the others as inactive; . = not tested or not shown. Only part of the results is shown, so the mix of outcomes need not match the whole.

SMILES	PAFAH1B2 inh	GSTO1 inh	PAD4 FP inh	PAFAH1B3 FP inh	PREPL inh	LYPLA2 counter	LYPLA1 inh	pPAFAH inh	PME-1 inh
Cc1ccc(NC(=O)C2CCN(S(=O)(=O)c3ccc4c(c3)NC(=O)C(C)S4)CC2)cc1C (configuration not stated)	-2	-6	-5	2	23	-6	-10	1	-5
O=C(Nc1nnc(-c2ccccc2)o1)C1CCCN1S(=O)(=O)c1cccs1 (configuration not stated)	4	22	0	4	11	10	2	10	1
CSc1nc2ccc3nc(NC(=O)c4ccc(C)cc4)sc3c2s1	-1	0	-6	3	-6	-6	-2	-16	-5
CC(C)CC(NC(=O)C1CCC(C)CC1)C(=O)NCCN1CCOCC1 (configuration not stated)	2	2	-1	3	8	4	2	1	4
O=[N+]([O-])c1ccc(NNC(=S)Nc2ccccc2)cc1	8	7	0	13	2	3	1	-3	4
CC(=O)c1ccc(Nc2nc(=O)c3cccnc3s2)cc1	0	-7	2	-2	5	5	1	1	-4
CCSc1nnc(NC(=O)[C@H](C)NC(=O)c2ccccc2Cl)s1	-1	0	-3	10	1	0	0	5	9
COc1ccc(Cn2ccnc2SCC(=O)Nc2ccccc2)cc1	5	3	5	3	20	7	4	2	-5
COc1ccc(C(C)C)cc1S(=O)(=O)N1CC(C)OC(C)C1 (configuration not stated)	6	-1	-2	8	4	1	1	-4	-1
COc1cc(C(C(=O)NC2CCCCC2)N(C(=O)Cc2c[nH]c3ccccc23)c2ccc(C)cc2)cc(OC)c1OC (configuration not stated)	-1	-1	1	9	10	3	2	7	-5
O=C1CN(C(=O)c2ccc3nc(Cc4cccc(Cl)c4)oc3c2)CCN1	0	1	0	6	2	4	0	-1	4
CC(C)Cc1ccc(CN2CCC(n3nccc3NC(=O)C3CCCC3)CC2)cc1	3	-2	-4	9	11	-1	1	0	10
Cc1ccc(NC(=O)Cn2ncn3c(cc4ccccc43)c2=O)cc1F	-4	-6	-6	1	4	-5	-7	-9	-6
O=C(O)C1CCCCC1C(=O)OCCCCOC(=O)C1CCCCC1C(=O)O (configuration not stated)	2	4	-1	7	-5	4	-3	-3	11
O=C(CCN1C(=O)c2ccc([N+](=O)[O-])cc2C1=O)Nc1cccc(O)c1	3	3	-4	9	0	-8	-4	2	-9
CCOC(=O)Cn1nc(-c2ccc(Cl)cc2)ccc1=O	-2	3	-1	5	14	4	0	-4	0
O=C(Cn1nnc(-c2ccccc2)n1)N/N=C/c1ccco1	-1	3	-2	5	8	-3	0	-1	-3
COc1cccc(NC(=O)COC(=O)c2c3c(nc4ccccc24)CCC(C)C3)c1 (configuration not stated)	0	-13	7	2	-2	-33	-18	0	-21
COCCN(C(=O)Cn1c(C(F)(F)F)nc2ccccc21)c1c(N)n(Cc2ccccc2)c(=O)[nH]c1=O	0	4	-2	12	-1	2	1	-2	0
O=S1(=O)CCOC[C@H](Cc2ccccc2)N1Cc1cccc(F)c1	5	4	-4	3	6	7	-2	3	3
Cc1nc(NC(C)c2ccccc2)c2oc3ccccc3c2n1 (configuration not stated)	2	-5	3	4	-11	-5	-5	3	2
Cc1ccc(OCC(=O)NNC(=O)C(C)Sc2ncnc3sc(C)c(C)c23)cc1 (configuration not stated)	10	3	-7	8	-83	-7	0	7	-4
CSCC[C@H](NC(=O)c1cccc(S(=O)(=O)N2CCCCC2)c1)c1nc2ccccc2[nH]1	2	.	-2	5	10	.	.	-3	.
O=c1[nH]c2ccc(NC(=S)Nc3ccccc3)cc2[nH]1	6	5	-1	7	4	-2	2	1	2
CC(C)(C)OC(=O)CNC(=O)c1[nH]cnc1C(=O)Nc1ccc(CNC(=O)OC(C)(C)C)cc1	-2	-8	5	0	-9	-30	-14	-3	-16

Carrying on.
SMILES	PAFAH1B2 inh	GSTO1 inh	PAD4 FP inh	PAFAH1B3 FP inh	PREPL inh	LYPLA2 counter	LYPLA1 inh	pPAFAH inh	PME-1 inh
CC[n+]1c(/C=C2/C=C(C)CC(C)C2)sc2ccccc21 (configuration not stated)	1	-3	-8	-1	-5	0	2	-2	-3
CCCc1cc(C(=O)Nc2sc3c(c2C(=O)OCC)CCCC3)no1	-3	2	-1	-11	-9	-4	0	1	-4
CCOc1ccccc1N1CCN(S(=O)(=O)CC)CC1	-2	-3	-4	2	-12	-1	-2	-2	1
COc1ccc(C2=Nn3c(nnc3-c3ccccc3OC)SC2)cc1OC1CCOC1 (configuration not stated)	4	.	4	8	29	.	.	2	.
COc1ccccc1N1CCN(C(=O)Cn2cnc3c2c(=O)n(C)c(=O)n3C)CC1	1	10	1	3	5	-5	-1	0	5
COc1ccc(CC(=O)N2N=C(C)CC2(O)c2cccnc2)cc1 (configuration not stated)	6	18	-3	7	15	1	0	1	-5
CC(=O)NC(Cc1ccccc1C)C(=O)NC1CCN(C(=O)c2cccc(C)c2)CC1 (configuration not stated)	1	4	-3	1	-5	4	4	0	0
Cc1cc(CNC(=O)Cn2nc(C)c([N+](=O)[O-])c2C)c2ccccc2n1	-2	-5	3	-2	-2	6	0	-3	-7
Cc1cc(C)cc(C(=O)NCC(=O)OCC(=O)N2CCN(S(=O)(=O)c3ccc4ccccc4c3)CC2)c1	1	2	-2	-2	12	-14	-10	4	3
CCN1C(=O)c2ccccc2Sc2ccc(C(=O)NCCCN(CC(C)C)CC(C)C)cc21	2	10	-2	2	6	-5	-2	-3	-2
CCOc1ccc(Cn2c(O)cc(=O)[nH]c2=O)cc1	2	32	-5	-2	-5	-4	-1	4	0
COc1ccc(N2CC(C(=O)Nc3ccc(S(=O)(=O)Nc4nc(C)cc(C)n4)cc3)CC2=O)cc1 (configuration not stated)	2	-2	2	3	-5	0	1	-5	-2
Cn1nnnc1SCC(=O)N1CCN(C(=O)c2ccco2)CC1	2	10	-2	5	10	-5	-1	-2	-1
COc1ccc(N2Cc3cccc(C(=O)N4CCN(C(=O)c5ccco5)CC4)c3C2=O)cc1	4	3	-2	6	6	3	3	18	-3
COc1ccc(C(=O)NNc2cc(C)nc(NNC(=O)c3ccc(OC)cc3)n2)cc1	24*	8	-9	10	25	6	-1	-2	5
C=CCOc1ccc(C(=O)CC)cc1OC	1	3	-4	4	0	-4	-5	3	2
Clc1ccc(-c2csc(=Nc3cccnc3)n2CCCn2ccnc2)cc1Cl	6	2	4	3	56*	3	2	9	6
COC(=O)CCC(=O)Nc1ccc2oc3c(c2c1)CCCC3	4	4	0	1	8	-9	-4	1	-3
CC(C)CC1(C)NC(=O)N(Cc2cc([N+](=O)[O-])cc3c2OCOC3)C1=O (configuration not stated)	1	5	-2	2	1	6	3	1	4
CN(C)S(=O)(=O)c1cc(NC(=O)CN2CCNC(=O)C2)ccc1Cl	2	6	0	7	1	-2	-1	2	-5
COc1ccccc1Oc1cn[nH]c1-c1ccc(O)cc1O	6	10	-5	4	0	-7	-5	8	2
CNc1nc(OCC(F)(F)F)nc(N2CCOCC2)n1	0	6	1	2	-3	-2	0	7	-7
O=C(Nc1ccc2oc(-c3cccnc3)nc2c1)c1ccco1	2	18	-3	1	9	9	-3	-3	2
CCOc1[nH]n(-c2ccc(Cl)cc2)c(=O)c1C=Nc1ccc(Cl)cc1	3	12	0	1	-1	-4	-1	4	0
COC(=O)c1ccccc1NC(=O)Nc1ncccc1C	2	3	-4	4	3	6	-1	6	5

Some of the entries above in another layout:
The line under a structure holds: PAFAH1B2 inh | GSTO1 inh | PAD4 FP inh | PAFAH1B3 FP inh | PREPL inh | LYPLA2 counter | LYPLA1 inh | pPAFAH inh | PME-1 inh
- CCCc1cc(C(=O)Nc2sc3c(c2C(=O)OCC)CCCC3)no1
→ -3 | 2 | -1 | -11 | -9 | -4 | 0 | 1 | -4
- CCOc1ccccc1N1CCN(S(=O)(=O)CC)CC1
→ -2 | -3 | -4 | 2 | -12 | -1 | -2 | -2 | 1
- COc1ccc(C2=Nn3c(nnc3-c3ccccc3OC)SC2)cc1OC1CCOC1 (configuration not stated)
→ 4 | . | 4 | 8 | 29 | . | . | 2 | .
- COc1ccccc1N1CCN(C(=O)Cn2cnc3c2c(=O)n(C)c(=O)n3C)CC1
→ 1 | 10 | 1 | 3 | 5 | -5 | -1 | 0 | 5
- COc1ccc(CC(=O)N2N=C(C)CC2(O)c2cccnc2)cc1 (configuration not stated)
→ 6 | 18 | -3 | 7 | 15 | 1 | 0 | 1 | -5
- CC(=O)NC(Cc1ccccc1C)C(=O)NC1CCN(C(=O)c2cccc(C)c2)CC1 (configuration not stated)
→ 1 | 4 | -3 | 1 | -5 | 4 | 4 | 0 | 0

The results go on.
SMILES	PAFAH1B2 inh	GSTO1 inh	PAD4 FP inh	PAFAH1B3 FP inh	PREPL inh	LYPLA2 counter	LYPLA1 inh	pPAFAH inh	PME-1 inh
O=C(c1ccccc1)N1CCN(C(=O)c2ccccc2Br)CC1	5	-1	-4	3	2	9	-2	8	6
Cc1ccc(S(=O)(=O)c2cc3ccccc3oc2=Nc2ccc3c(c2)OCCO3)cc1	2	5	-3	8	0	6	-4	4	3
COc1ccc(S(=O)(=O)N2CCOCC2)cc1NC(=O)COC(=O)c1ccc([N+](=O)[O-])s1	15	.	-14	24	6	.	.	11	.
COC(=O)c1cc(C(=O)Nc2ccc(Cl)cn2)cc([N+](=O)[O-])c1	4	6	-4	2	10	-6	-3	3	1
FC(F)Oc1ccc(-c2c[n+]3c(n2-c2ccccc2)CCCCC3)cc1	3	-1	0	-2	8	-4	4	1	3
CC(C)Cn1c(Cc2ccccc2)n[nH]c1=S	9	6	-1	13	-1	4	3	0	-4
CCn1c(C)nc2cc(C(=O)N/N=C/c3ccccc3C)ccc21	-3	-2	1	1	-1	-8	-4	2	-4
CCOC(=O)C1CCCN(C(=O)c2ccc(CS(=O)(=O)Cc3ccccc3C)o2)C1 (configuration not stated)	-1	-3	-6	-3	-7	5	0	10	-1
COc1ccc(NC(=O)CSc2ccccn2)c([N+](=O)[O-])c1	.	11	-1	.	-2	6	-1	4	-2
Cc1cc(C)n(CC(C)NCc2cn[nH]c2-c2ccc(C)c(C)c2)n1 (configuration not stated)	7	3	-1	5	41	4	-1	6	-3

Compound profiles, from the list above. Screens in order: PAFAH1B2 inh, GSTO1 inh, PAD4 FP inh, PAFAH1B3 FP inh, PREPL inh, LYPLA2 counter, LYPLA1 inh, pPAFAH inh, PME-1 inh
COC(=O)c1cc(C(=O)Nc2ccc(Cl)cn2)cc([N+](=O)[O-])c1 across the screens: 4, 6, -4, 2, 10, -6, -3, 3, 1
CC(C)Cn1c(Cc2ccccc2)n[nH]c1=S across the screens: 9, 6, -1, 13, -1, 4, 3, 0, -4
Cc1cc(C)n(CC(C)NCc2cn[nH]c2-c2ccc(C)c(C)c2)n1 (configuration not stated) across the screens: 7, 3, -1, 5, 41, 4, -1, 6, -3
